Bioassay records from PubChem.
KAT2A inh = inhibitors of human GCN5L2 histone acetyltransferase; GCN5L2 HAT assay, ThioGlo1 CoA-SH fluorescence; 0.21% of 390,000 active; Potency, µM (series often up to 58.9 µM), inactives show at the top dose activity change, negative = inhibition, hits mostly inhibitors; Q92830
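Preincubate 20nM GCN5L2 with compound 15 min, RT → add 50uM ThioGlo1 + 75uM H3(1-25) + 70uM acetyl-CoA → read fluorescence 0 and 20 min. Primary qHTS; fluorescent artifacts likely.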
TDP1 cell noCPT = qHTS for Inhibitors of human tyrosyl-DNA phosphodiesterase 1 (TDP1): qHTS in cells in absence of CPT | DT40 Tdp1-/- hTDP1 cells, no CPT, ATP luminescence, 48 h | Potency, µM (top dose mostly 46.2 µM), inactives show top-dose activity change, negative = growth inhibition, usual class: inhibitors | 15% of 420,000 active; further: nearly all actives have a fitted effect of over 55% in size
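No-CPT arm: Tdp1-/-;hTDP1 DT40 cells (400/well) plus compounds, incubated ≥48 hr at 37 °C. Readout CellTiter-Glo luminescence.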
TDP1 inh = blocks human tyrosyl-DNA phosphodiesterase 1. Q9NUW8. recombinant TDP1, AlphaScreen DNA substrate cleavage. Potency, µM (titrated, usually from 130 µM), for inactives: top-dose activity change, negative = inhibition, usual class: inhibitors. 0.28% of 350,000 active; further: nearly all actives have a fitted effect of over 40% in size
Target sequence (Q9NUW8 whole entry, looked up): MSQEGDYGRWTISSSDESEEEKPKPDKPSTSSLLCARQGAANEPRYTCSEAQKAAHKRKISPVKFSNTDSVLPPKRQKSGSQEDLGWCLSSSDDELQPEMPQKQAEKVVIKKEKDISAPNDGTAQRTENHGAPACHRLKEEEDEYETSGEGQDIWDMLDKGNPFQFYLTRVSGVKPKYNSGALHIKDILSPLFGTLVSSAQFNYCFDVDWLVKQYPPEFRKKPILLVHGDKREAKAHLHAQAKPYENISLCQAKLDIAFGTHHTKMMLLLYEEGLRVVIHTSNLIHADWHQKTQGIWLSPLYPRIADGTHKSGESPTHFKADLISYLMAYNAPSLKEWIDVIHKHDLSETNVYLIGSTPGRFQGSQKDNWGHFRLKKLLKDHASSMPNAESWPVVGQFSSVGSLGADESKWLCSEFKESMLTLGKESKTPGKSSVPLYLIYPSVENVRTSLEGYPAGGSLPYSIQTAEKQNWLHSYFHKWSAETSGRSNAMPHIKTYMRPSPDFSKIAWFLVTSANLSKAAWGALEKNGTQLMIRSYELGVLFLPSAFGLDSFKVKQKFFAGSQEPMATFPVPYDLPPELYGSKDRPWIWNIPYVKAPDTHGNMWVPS
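Compounds were preincubated with Tdp1 (1 nM final) for 15 min at room temperature before substrate (15 nM final) started a 5 min reaction; beads (10 ug/ml final) were then added for 10 min before AlphaScreen detection.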
Active calls of the source: *; ? = inconclusive; / = not tested or not shown; & = joins results of further samples; [ ] = dose if it differs, or a comment. The call rests on the fitted dose curve; in most records, active means well fitted curve in the direction sought with a large enough effect; inconclusive means small, poorly fitted or top-dose-only effect, or another doubt; inactive means no such curve, though single readings can be large; an effect the other way counts as inactive or inconclusive. On the % scale 0 is the no-effect control and ±100 the full control effect; potency means the concentration at half of the fitted maximal effect. Some of the compounds tested (hit frequency here may not be typical).

1) Cc1ccc(C)c(N2CCN(S(=O)(=O)c3csc(C(N)=O)c3)CC2)c1
2) Cc1ccc(OCC(=O)Nc2ccc(NC(=O)c3ccco3)cc2)c(C)c1
3) CCOC(=O)c1ccccc1NC(=O)CSc1nnc(COc2ccccc2)n1CC
4) COC(=O)c1cc(C#N)c(SCc2ccccc2)nc1C
5) NC(=O)C1c2ccccc2CSc2ccccc21 (stereo unspecified)
6) COc1ccc(CNC(=O)C2CCN(c3nc4ccccc4[nH]3)CC2)c(OC)c1
7) Cc1cccc2sc(NS(=O)(=O)c3ccccc3)nc12
8) C=CCOc1cccc(C(=O)Nc2ncn[nH]2)c1

Screen / compound no.,1,2,3,4,5,6,7,8
KAT2A inh,-22%&-11%,-8%,-3%,2%,-14%,-6%,-2%,-9%
TDP1 cell noCPT,?,-16%,?,-9%,6%,?,?,1%
TDP1 inh,2%&5%,8%,5%,/,1%,11%,3%,3%

9) COc1ccc(CNc2nn[nH]n2)cc1OC
10) COc1ccc(/C=C(\C#N)C(=O)OCC(=O)NCc2ccccc2Cl)cc1
11) CCOC(=O)C(C)CC(C)C(=O)N1CCOCCN(C(=O)C(C)CC(C)C(=O)OCC)CCOCC1 (stereo unspecified)
12) COc1cccc(NC(=O)COC(=O)CCS(=O)(=O)c2ccc(C)cc2)c1
13) O=c1[nH]c(CN2CCc3ccccc3C2)nc2ccccc12
14) O=C(Cc1ccsc1)OCC(=O)c1ccccc1
15) COc1cc(OC)c2ccc(=O)oc2c1C(CC(=O)N1CCOCC1)c1ccc2c(c1)OCO2 (stereo unspecified)
16) COc1ccc(CN2C(=O)c3cccnc3C2=O)cc1S(=O)(=O)NC(C)C

Screen / compound no.,9,10,11,12,13,14,15,16
KAT2A inh,-3%,-21%,25%,-3%,-4%,-9%,-11%,-2%
TDP1 cell noCPT,-10%,5%,-13%,11%,-22%,0%,-18%,16%
TDP1 inh,5%,/,-2%,3%,5%,-11%,8%,/

17) C=C(C)COc1ccc(C2NC(=O)c3ccccc3O2)cc1OCC (stereo unspecified)
18) CC1CCN(c2cc(C#N)c(C#N)cc2[N+](=O)[O-])CC1
19) Cc1ccc(-c2nc3ncccn3c2Nc2ccc3c(c2)OCO3)o1
20) CCN(C(=O)COC(=O)CCn1c(C)csc1=O)c1c(N)n(Cc2ccccc2)c(=O)[nH]c1=O
21) COc1ccccc1-c1noc(CCC(=O)Nc2cc(C(F)(F)F)ccc2Cl)n1
22) Cc1ccc2cc(CN(c3ccccc3)S(=O)(=O)c3ccccc3)c(=O)[nH]c2c1
23) Cc1ccc(/C=C(\C#N)c2nc3ccccc3[nH]2)s1
24) Cc1cc(C)n(-c2nc(NCCCN(C)C)c3c4c(sc3n2)CCCC4)n1

Screen / compound no.,17,18,19,20,21,22,23,24
KAT2A inh,-3%,/,-7%,-1%,3%,-11%,-9%,-1%
TDP1 cell noCPT,-7%,-10%,-29%,-5%,?,?,-14%,?
TDP1 inh,/,2%,5%,0%,10%,/,2%,3%

25) c1ccc2sc(C3CCN(Cc4nnnn4Cc4ccc5c(c4)OCO5)CC3)nc2c1
26) CSc1nnc2[nH]c(=O)cc(C)n12
27) Cc1nn(CCOc2ccccc2)c(=O)n1-c1ccc(F)cc1
28) CC1Cc2ccccc2N1C(=O)CSc1nncs1 (stereo unspecified)
29) CCCCn1c(N)c(N(CC(C)C)C(=O)CSc2nnc(-c3ccc(Cl)cc3)o2)c(=O)[nH]c1=O
30) CC(=O)N1CC(C)Sc2ccc(S(=O)(=O)NCc3ccccc3Cl)cc21 (stereo unspecified)
31) COc1ccc(OCC(O)CNCc2ccco2)cc1 (stereo unspecified)
32) Cc1cc(C)c2c(=O)[nH]cnc2n1

Screen / compound no.,25,26,27,28,29,30,31,32
KAT2A inh,-9%,-7%,53%[activator],-1%,6%,?,0%,0%
TDP1 cell noCPT,18µM*,-8%,-21%,-8%,-7%,?,1%,0%
TDP1 inh,4%,3%,6%,1%,-19%[0.505 µM],1%,0%,0%

Copied from above, nos. 1 to 16
1) Cc1ccc(C)c(N2CCN(S(=O)(=O)c3csc(C(N)=O)c3)CC2)c1
2) Cc1ccc(OCC(=O)Nc2ccc(NC(=O)c3ccco3)cc2)c(C)c1
3) CCOC(=O)c1ccccc1NC(=O)CSc1nnc(COc2ccccc2)n1CC
4) COC(=O)c1cc(C#N)c(SCc2ccccc2)nc1C
5) NC(=O)C1c2ccccc2CSc2ccccc21 (stereo unspecified)
6) COc1ccc(CNC(=O)C2CCN(c3nc4ccccc4[nH]3)CC2)c(OC)c1
7) Cc1cccc2sc(NS(=O)(=O)c3ccccc3)nc12
8) C=CCOc1cccc(C(=O)Nc2ncn[nH]2)c1
9) COc1ccc(CNc2nn[nH]n2)cc1OC
10) COc1ccc(/C=C(\C#N)C(=O)OCC(=O)NCc2ccccc2Cl)cc1

Screen / compound no.,1,2,3,4,5,6,7,8,9,10
KAT2A inh,-22%&-11%,-8%,-3%,2%,-14%,-6%,-2%,-9%,-3%,-21%
TDP1 cell noCPT,?,-16%,?,-9%,6%,?,?,1%,-10%,5%
TDP1 inh,2%&5%,8%,5%,/,1%,11%,3%,3%,5%,/

11) CCOC(=O)C(C)CC(C)C(=O)N1CCOCCN(C(=O)C(C)CC(C)C(=O)OCC)CCOCC1 (stereo unspecified)
12) COc1cccc(NC(=O)COC(=O)CCS(=O)(=O)c2ccc(C)cc2)c1
13) O=c1[nH]c(CN2CCc3ccccc3C2)nc2ccccc12
14) O=C(Cc1ccsc1)OCC(=O)c1ccccc1
15) COc1cc(OC)c2ccc(=O)oc2c1C(CC(=O)N1CCOCC1)c1ccc2c(c1)OCO2 (stereo unspecified)
16) COc1ccc(CN2C(=O)c3cccnc3C2=O)cc1S(=O)(=O)NC(C)C

Screen / compound no.,11,12,13,14,15,16
KAT2A inh,25%,-3%,-4%,-9%,-11%,-2%
TDP1 cell noCPT,-13%,11%,-22%,0%,-18%,16%
TDP1 inh,-2%,3%,5%,-11%,8%,/

Later entries
33) CCN(c1cc(C)cc(C)c1)S(=O)(=O)c1nnc(NC(=O)C(C)(C)C)s1
34) CCc1ccc(C(=O)c2cn(CC(=O)Nc3ccc(OC)c(OC)c3)c3ccc(C)cc3c2=O)cc1
35) Cc1cccc(Cn2ccc(NC(=O)c3cccnc3)n2)c1
36) CCCOP(=O)(c1ccc(N(C)C)cc1)C(O)c1ccc(Cl)cc1 (stereo unspecified)
37) CC(Nc1ccc2c(c1)OCCO2)C(=O)N1c2ccccc2CC1C (stereo unspecified)
38) COc1ccc(CC(C)N2CCN(c3ccccc3OC)CC2)cc1OC (stereo unspecified)
39) CC(=O)c1ccc(NC(=O)c2cnn3ccccc23)cc1
40) O=C(Nc1cccc(Cl)c1)OCCOc1ccccc1

Screen / compound no.,33,34,35,36,37,38,39,40
KAT2A inh,1%,-2%,-1%,-2%,-6%,-2%,-16%,-13%
TDP1 cell noCPT,-22%,3%,16%,-20%,?,?,-19%,?
TDP1 inh,/,9%,/,/,11%,1%,4%,/

41) Cc1ccc(S(=O)(=O)Oc2ccccc2/C=N/O)cc1
42) COC(=O)c1cc(=O)n(Cc2ccco2)c(=Nc2ccc(F)cc2)s1
43) O=C(CNC(=O)/C(=C\c1ccc(F)cc1)NC(=O)c1ccccc1)OCc1ccccc1
44) CCNc1ncc2nc(-c3ccc(Cl)cc3)c(=O)n(C)c2n1
45) CC(C)c1ccc(Nc2cc(C(=O)NCc3cccs3)c3ccccc3n2)cc1
46) C=CCn1c(SCC(=O)NC23CC4CC(CC(C4)C2)C3)nc(O)cc1=O
47) COc1ccc(OCC(=O)Nc2cc(-c3nn(C)c(=O)c4ccccc34)ccc2N2CCOCC2)cc1
48) COc1cc2c(cc1OC)C1=NC(=O)CN1C(SCc1ccccc1)=N2

Screen / compound no.,41,42,43,44,45,46,47,48
KAT2A inh,-12%,-24%,-5%,-9%,-4%,-4%,-20%,?
TDP1 cell noCPT,-30%,?,?,0%,?,4%,?,9.2µM*
TDP1 inh,-5%,/,6%,/,5%,-2%,/,7%

49) CN1CCN(CC(=O)NN2CC(=O)N(c3ccc(F)cc3)CC2=O)CC1
50) CCn1nc(NC(=O)Cc2ccc(OC)cc2)c2cc3cccc(C)c3nc21
51) CCc1cccc(C)c1NC(=O)COC(=O)Cn1c(C)csc1=O
52) COC(=O)c1ccc(NC(=O)Cn2cnc3c2c(=O)n(C)c(=O)n3C)cc1
53) COc1ccc(N/C=C(\[N+](=O)[O-])S(=O)(=O)c2ccccc2)cc1
54) COc1ccc(-n2cnnc2SCC(=O)Nc2ccc(C(N)=O)cc2)cc1
55) CC(C)NC(=O)NC(=O)COC(=O)c1cc[n+]([O-])cc1
56) CCOC(=O)C1CCN(C(=O)CSC2=NCCS2)CC1

Screen / compound no.,49,50,51,52,53,54,55,56
KAT2A inh,1%,1%,-4%,-2%,-16%,1%,-6%,0%
TDP1 cell noCPT,-3%,?,-21%,-14%,-22%,-23%,0%,-20%
TDP1 inh,2%,-1%,0%,-2%[12.3 µM],/,4%,1%,6%
